Screens as filed in PubChem.
GSK3A inh: human GSK-3 alpha kinase inhibition; P49840; ADP-Glo luminescence, 60 min; inhibition, % at 10 µM; 320,000 tested, 0.1% active;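 in the data active means inhibition above about 50%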;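 further: GST-tagged GSK-3 alpha with peptide substrate and 25 µM ATP; 0% = DMSO neutral wells and 100% = GW8510 positive control wells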
Target sequence (P49840 whole entry, looked up): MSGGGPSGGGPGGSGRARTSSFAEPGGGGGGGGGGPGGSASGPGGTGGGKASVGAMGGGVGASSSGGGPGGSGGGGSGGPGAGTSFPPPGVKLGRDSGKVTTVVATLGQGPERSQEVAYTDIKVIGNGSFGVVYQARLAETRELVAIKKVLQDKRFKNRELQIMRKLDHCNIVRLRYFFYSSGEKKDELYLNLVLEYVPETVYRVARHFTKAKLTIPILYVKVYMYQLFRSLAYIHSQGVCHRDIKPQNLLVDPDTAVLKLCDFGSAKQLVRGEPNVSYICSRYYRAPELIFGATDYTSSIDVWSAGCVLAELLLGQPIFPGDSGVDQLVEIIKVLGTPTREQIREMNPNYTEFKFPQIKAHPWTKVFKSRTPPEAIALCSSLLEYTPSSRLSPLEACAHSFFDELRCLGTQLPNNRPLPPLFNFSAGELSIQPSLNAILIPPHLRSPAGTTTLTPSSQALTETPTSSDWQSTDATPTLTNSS
Active calls of the source: *. Not all compounds are listed; rates above refer to the full screens.

structure | GSK3A inh
Nc1c(C(=O)CSc2nnc(Cc3ccccc3)o2)c(=O)[nH]c(=O)n1C1CC1 | 5
CC(C)(CNC(=O)CNC(=O)c1ccccc1F)N1CCOCC1 | -3
CC(=O)c1ccc(-c2ccc(C(=O)NCC(c3ccco3)N(C)C)o2)cc1 (stereo not drawn) | -3
COc1ccccc1-c1sc2ccccc2c1-c1ccc(O)cc1 | -3
COc1ccc(NC(=O)CN(Cc2ccco2)Cc2ccco2)cc1S(=O)(=O)N1CCCCC1 | -1
Cc1ccc(/C=C/S(=O)(=O)NCCC(=O)NCc2ccccc2F)cc1 | 1
O=C(NS(=O)(=O)Nc1ccccc1)C1=C(N2CCCC2)COC1=O | -4
O=C(Nc1ccc(F)c(F)c1)C1CCN(S(=O)(=O)c2cccs2)CC1 | -4
Cc1c(C(=O)N(C)CCOc2ccccc2)oc2c(Cl)cccc12 | -2
O=C(COC(=O)/C=C/c1ccccc1[N+](=O)[O-])NCc1ccco1 | 0
Cc1ccc(S(=O)(=O)N(C)CC(=O)NCCCn2nc(C)cc2C)cc1 | 0
CN(CC(=O)Nc1ccc(Cl)c(Cl)c1)C(=O)c1cccc2cccnc12 | 0

(next part)
structure | GSK3A inh
CCOC(=O)C1CCN(C(=O)c2cccc(S(=O)(=O)N3CCc4ccccc43)c2)CC1 | -44
CCCc1cc(C(=O)OCC(=O)N2CCN(c3ccc(OC)cc3)CC2)sc1C | -2
CCOc1cc(/C=C2/N=C(c3ccc4c(c3)OCO4)OC2=O)ccc1OC(C)=O | -2
CCCCn1c(N)c(N(CC(C)C)C(=O)CSc2ccc3c(c2)OCCO3)c(=O)[nH]c1=O | 0
O=C(CC1SC(N2CCOCC2)=NC1=O)Nc1ccc(Cl)c(C(F)(F)F)c1 (stereo not drawn) | 0
CN(Cc1cccc(F)c1)C(=O)c1ccc(S(=O)(=O)N2CCCCCC2)cc1 | 0
CCN1CCN(c2ccccc2NC(=O)C(C)Oc2ccc(C(C)=O)cc2)CC1 (stereo not drawn) | -2
CC(C)CN(C(=O)CSc1nnc(C2CC2)n1-c1ccccc1)C1CCS(=O)(=O)C1 (stereo not drawn) | -6
COCC(C)n1c(SCC(=O)NC(=O)Cc2ccccc2)nc2ccccc2c1=O (stereo not drawn) | 2
CC(C)Cc1nnc(NC(=O)C2CC(=O)N(c3ccc4c(c3)OCCO4)C2)s1 (stereo not drawn) | -2
O=C(c1cnn(C(=O)c2ccco2)c1)c1cc(Cl)cc(Cl)c1O | 2
Cc1ccc(NC2=CC(=O)C(=O)c3ccccc32)c(C)c1 | 23

(cont.)
structure | GSK3A inh
CCCCN1CC(=O)N2[C@H]3c4ccc(OC)cc4OC[C@@H]3[C@H](C(=O)OCC)[C@]2(C)C1=O | -3
O=C1NC(Cc2ccccc2)c2nc3ccccc3c(=O)n2-c2ccc(Cl)cc21 (stereo not drawn) | -2
CC(OC(=O)Cc1ccc(Br)cc1)C(=O)NC1CCCC1 (stereo not drawn) | 3
O=C(Cc1ccsc1)Nc1ccc2c(c1)OCO2 | 0
CC1CN(S(=O)(=O)c2ccc(C(=O)Nc3ccccc3F)cc2)CC(C)O1 (stereo not drawn) | -2
CN(C)c1ccc(C#Cc2ccc3cc(CCO)oc(=O)c3c2)cc1 | 3
CC(C)[C@H](NC(=O)c1ccccc1)C(=O)NC1=NCCS1 | -4
Cc1ccc(C(=O)NCC(=O)NCC(c2cccs2)N2CCOCC2)cc1 (stereo not drawn) | -1
COc1ccc(S(=O)(=O)N(C)C[C@H]2Oc3ccc(NS(=O)(=O)c4cccs4)cc3CC(=O)N([C@H](C)CO)C[C@H]2C)cc1 | 3
O=C(COC(=O)/C=C/c1ccc(Cl)cc1)NC1CCCCCC1 | 0
Cc1occc1-c1nnc(SCC(=O)NC2CCCCC2)o1 | 1
COc1ccc(S(=O)(=O)N2CCCCCC2)cc1NC(=O)CN1C(=O)CNC1=O | 0

The list continues:
structure | GSK3A inh
Cn1c(N)c(C(=O)CSc2nc(C3CC3)n(-c3ccccc3)n2)c(=O)[nH]c1=O | 1
Cc1ccc(SCC(=O)Nc2oc(C)c3c(C)n[nH]c(=O)c23)cc1C | -1
COc1ccc(Cl)cc1C(=O)NNC(=O)CNC(=O)c1ccco1 | -4
CC1CCN(S(=O)(=O)c2ccc(C(=O)N3CCCCC3C(=O)O)cc2)CC1 (stereo not drawn) | 0
O=C(NN1C(=O)NC2(CCCCC2)C1=O)c1cc2ccccc2o1 | -6
O=C(CCCSc1ccc(Cl)cc1)Nc1cc(S(=O)(=O)N2CCOCC2)ccc1O | -1
O=C(Nc1cccc(S(=O)(=O)N2CCCC2)c1)c1cncc(Br)c1 | -2
CCOC(=O)[C@H](CCc1ccccc1)N[C@@H](C)C(=O)N1C(C(=O)O)C[C@@H]2CCC[C@@H]21 (stereo partly drawn) | -6
CC(Oc1cccc([N+](=O)[O-])c1)C(=O)NCCC1=CCCCC1 (stereo not drawn) | -2
COc1ccc(Cl)cc1NC(=O)COC(=O)c1ccc(Cl)nc1 | -1
COc1ccc(CCC(=O)OCc2csc(CC(=O)Nc3ccc(C)cc3)n2)cc1OC | -1
OCC[C@H]1C[C@H](O)[C@@H](O)[C@@]2(Cc3ccccc3O2)O1 | -1

Next section
structure | GSK3A inh
COC(=O)Cc1csc(NC(=O)CSc2nncn2C)n1 | -10
CC(C)(C)C(=O)Nc1ccc(C(=O)CSc2nnc(C3CC3)n2C2CC2)cc1 | 12
CC1CCCCC1NC(=O)COC(=O)/C=C/c1ccco1 (stereo not drawn) | 4
NC(=O)c1ccc(NC(=O)CN2CCN(S(=O)(=O)c3ccc4c(c3)OCCO4)CC2)cc1 | 0
COC(=O)c1ccccc1S(=O)(=O)N1CCC(C(=O)OC(C)C(=O)Nc2ccccc2OC)CC1 (stereo not drawn) | 1
COc1ccc(NC(=O)CN(C)CC(=O)Nc2ccc(C)c(S(=O)(=O)N3CCCCC3)c2)cc1 | -4
CNC[C@H]1Oc2ccc(NC(=O)Nc3ccccc3)cc2CC(=O)N([C@H](C)CO)C[C@H]1C | 2
C=CC[C@@H](CC(=O)N[C@H](CO)Cc1ccccc1)C(=O)NC[C@@H](OC(=O)[C@@H](CC=C)Cc1ccc(F)cc1)c1ccccc1 | 0
Cn1c(N)c(C(=O)COC(=O)/C=C/c2cccc(C(F)(F)F)c2)c(=O)n(C)c1=O | 1
Cc1ccc(S(=O)(=O)N2CCC(C(=O)OCC(=O)NC(C)c3ccc(F)cc3)CC2)cc1C (stereo not drawn) | -1
COc1ccc(OCCOc2ccc(S(=O)(=O)N3CCCC3)cc2C(N)=O)cc1 | 0
CN(CC(=O)Nc1c(Cl)cccc1Cl)C(=O)C1CC(=O)N(Cc2ccccc2)C1 (stereo not drawn) | -2

Pulled by compound from above:
structure | GSK3A inh
Cn1c(N)c(C(=O)COC(=O)/C=C/c2cccc(C(F)(F)F)c2)c(=O)n(C)c1=O | 1
COC(=O)Cc1csc(NC(=O)CSc2nncn2C)n1 | -10
CN(CC(=O)Nc1c(Cl)cccc1Cl)C(=O)C1CC(=O)N(Cc2ccccc2)C1 (stereo not drawn) | -2
C=CC[C@@H](CC(=O)N[C@H](CO)Cc1ccccc1)C(=O)NC[C@@H](OC(=O)[C@@H](CC=C)Cc1ccc(F)cc1)c1ccccc1 | 0
Cc1ccc(S(=O)(=O)N2CCC(C(=O)OCC(=O)NC(C)c3ccc(F)cc3)CC2)cc1C (stereo not drawn) | -1
COC(=O)c1ccccc1S(=O)(=O)N1CCC(C(=O)OC(C)C(=O)Nc2ccccc2OC)CC1 (stereo not drawn) | 1
CNC[C@H]1Oc2ccc(NC(=O)Nc3ccccc3)cc2CC(=O)N([C@H](C)CO)C[C@H]1C | 2

(continued)
structure | GSK3A inh
CCn1nc(C(=O)Nc2nc(-c3ccccn3)cs2)c2ccccc2c1=O | -4
CCOc1ccc(C(=O)Nc2ccc(S(=O)(=O)N3C[C@@H]4C[C@@H](C3)c3cccc(=O)n3C4)cc2)cc1 | -1
O=C(NCCN1C(=O)S/C(=C/c2cccnc2)C1=O)c1cccs1 | -20
C[C@@H]1CN([C@H](C)CO)C(=O)c2cc(NS(=O)(=O)c3cccs3)ccc2O[C@H]1CN(C)Cc1ccccc1 | -5
CCN(C(=O)COC(=O)Cc1c(F)cccc1Cl)c1c(N)n(Cc2ccccc2)c(=O)[nH]c1=O | -1
COc1ccccc1-c1oc2ccccc2c1C#CC(C)(C)O | -5
CC1CN(C(=O)c2ccc(Br)c(S(=O)(=O)N3CCOCC3)c2)CC(C)O1 (stereo not drawn) | -2
COc1ccc(C(=O)NCC(c2cccs2)N2CCOCC2)cc1OC (stereo not drawn) | -2
Cc1ccc(NC(=O)Cc2ccc(Cl)cc2)cc1S(=O)(=O)N1CCCCCC1 | -27
C[C@H](CO)N1C[C@H](C)[C@@H](CN(C)Cc2ccc(Cl)c(Cl)c2)Oc2c(NC(=O)C3CCOCC3)cccc2C1=O | -1
Cc1cc(NC(=O)CSCC(=O)Nc2nc3ccccc3s2)no1 | -1
Cc1cnc(C(=O)OCC(=O)Nc2ccc(Br)c(C)c2)cn1 | -3

3 of the entries above in order of the GSK3A inh value, smallest number first:
| Structure | GSK3A inh |
| --- | --- |
| OCC[C@H]1C[C@H](O)[C@@H](O)[C@@]2(Cc3ccccc3O2)O1 | -1 |
| COc1ccc(S(=O)(=O)N2CCCCCC2)cc1NC(=O)CN1C(=O)CNC1=O | 0 |
| Nc1c(C(=O)CSc2nnc(Cc3ccccc3)o2)c(=O)[nH]c(=O)n1C1CC1 | 5 |

The list goes on:
structure | GSK3A inh
CCCNC(=O)C(Cc1cccc(Cl)c1)NC(=O)c1ccc(C#N)cc1 (stereo not drawn) | -1
Cc1cc(S(=O)(=O)N2CCCC2)ccc1OCC(=O)Nc1ccc(C(N)=O)cc1 | -4
Cc1cc(OCC(=O)Nc2ncn[nH]2)ccc1Cl | -4
O=C(CN1C(=O)NC(c2ccccc2)(c2ccccc2)C1=O)NCc1ccco1 | -5
COc1cc(C(=O)NNC(=O)CN2C(=O)NC3(CCCC3)C2=O)cc(OC)c1OC | -1
COCCNC(=O)c1cc(-c2ccccc2)nn1Cc1cc(C)no1 | -2
CC1CCCCC1NC(=O)COC(=O)c1ccc2c(c1)NC(=O)CS2 (stereo not drawn) | -5
Cc1cccc(-n2c(SCC(=O)NCC3CCCO3)nc3ccccc3c2=O)c1C (stereo not drawn) | -7
COc1ccc(/C=C/C(=O)OCC(=O)NCc2ccccc2)cc1OC | 0
COc1ccccc1/C=C/C(=O)OCC(=O)NC1CCCCCCC1 | -1
Cc1c(Cl)cccc1NC(=O)CNC(=O)c1cn(-c2ccccc2)nc1-c1cccnc1 | 1
CC(Sc1ccc(S(=O)(=O)N2CCCC2)cn1)C(N)=O (stereo not drawn) | -2

CC(Sc1ccc(Cl)cc1)C(=O)NNC(=O)c1ccco1 (stereo not drawn)
  GSK3A inh: -3
COc1ccccc1-c1sc2cc3c(cc2c1C#CCO)OCO3
  GSK3A inh: 13
C=CCC[C@@H](Cc1ccc(F)cc1)C(=O)OC[C@@H](C)NC(=O)[C@H](CC=C)CC(=O)N(CCO)Cc1ccccc1
  GSK3A inh: -4
CN(Cc1ccc2c(c1)OCO2)C(=O)c1cc(-c2ccccc2)c(N2CCOCC2)s1
  GSK3A inh: -1
CC(OC(=O)c1ccc2ncsc2c1)C(=O)Nc1cccc(Cl)c1 (stereo not drawn)
  GSK3A inh: 0
CC(C)(C)OC(=O)N1CCC(C(=O)Nc2ccc(C(=O)N3CCOCC3)cc2)CC1
  GSK3A inh: -4
COc1ccc(N(CC(=O)NC2CCS(=O)(=O)C2)S(=O)(=O)c2cc(C)ccc2C)cc1 (stereo not drawn)
  GSK3A inh: -2
O=C(CCC(=O)N1CCN(c2ccccc2F)CC1)c1ccc(Cl)s1
  GSK3A inh: 0
COc1ccc(C(CNC(=O)c2c(C)nn(Cc3ccc(C)cc3)c2Cl)N2CCOCC2)cc1 (stereo not drawn)
  GSK3A inh: 5
COCCN(CCOC)S(=O)(=O)NC[C@H]1O[C@@H](n2cnc3c(N)ncnc32)[C@H](O)[C@@H]1O
  GSK3A inh: -2

O=C(CSc1ccc([N+](=O)[O-])cc1)Nc1cccc(S(=O)(=O)N2CCOCC2)c1
  GSK3A inh: -2
O=C(Cc1c(Cl)cccc1Cl)N1CCN(S(=O)(=O)c2cccs2)CC1
  GSK3A inh: 0
Cc1cc(C(=O)COC(=O)C23CC4CC(CC(O)(C4)C2)C3)c(C)n1C
  GSK3A inh: -3
NS(=O)(=O)c1ccc(CCNC(=O)COC(=O)CCc2c[nH]c3ccccc23)cc1
  GSK3A inh: 0
CC1(C)C(=O)Nc2ccccc2N1C(=O)COC(=O)Cc1ccccc1F
  GSK3A inh: 1
CCCCc1ccc(CC(=O)Nc2cc(S(=O)(=O)N3CCOCC3)ccc2O)cc1
  GSK3A inh: -4
O=C(O)/C=C/C(O)c1ccc(Cl)cc1 (stereo not drawn)
  GSK3A inh: 0
COc1ccc(NS(=O)(=O)c2cc(NC(=O)COc3ccccc3F)ccc2OC)cc1
  GSK3A inh: -1
O=C(CNC(=O)c1ccc(Cl)cc1)OCN1C(=O)c2ccccc2C1=O
  GSK3A inh: -2
CC1(c2ccc3c(c2)OCCO3)NC(=O)N(CC(=O)Nc2c(F)cccc2F)C1=O (stereo not drawn)
  GSK3A inh: 1

C=CCC[C@@H](Cc1ccc(F)cc1)C(=O)OC[C@@H](NC(=O)[C@@H](CC=C)CC(=O)N[C@@H](CO)Cc1ccccc1)C(C)(C)C
  GSK3A inh: -1
Cn1c2ccccc2c(=O)c2cc(C#Cc3cccc(N)c3)ccc21
  GSK3A inh: 0
Cc1ccc(SCC(=O)OCc2csc(CC(=O)Nc3ccccc3C)n2)cc1C
  GSK3A inh: -5
COc1ccc(-c2cccc(-c3nc4ccc(Cl)cn4c3NC3CCCCC3)c2)cc1
  GSK3A inh: 0
Cc1occc1C(=O)NNC(=O)c1ccc(S(=O)(=O)N(C)C)cc1
  GSK3A inh: -1
COc1cc(S(=O)(=O)N2CCOCC2)ccc1NC(=O)COC(=O)/C=C/c1cc(OC)c(OC)c(OC)c1
  GSK3A inh: -3
O=C1C=C(c2cc3ccccc3s2)C[C@@H](c2ccc3c(c2)OCO3)C1
  GSK3A inh: 0
CC1C(=O)Nc2ccc(S(=O)(=O)N3CCCCCC3)cc21 (stereo not drawn)
  GSK3A inh: -2
